High-throughput results: PubChem BioAssay, National Center for Advancing Translational Sciences (NCATS)
FEN1 inh: inhibitors of human flap endonuclease 1; Recombinant FEN1 flap cleavage, fluorescence, 15 min; Potency, µM (highest dose often 114 µM), for inactives: top-dose activity change, negative = inhibition, usual class: inhibitors; 390,000 compounds, 0.35% hits; AID 588795; also: nearly all actives have a fitted effect of over 65% in size
Target sequence (P39748 whole entry, looked up): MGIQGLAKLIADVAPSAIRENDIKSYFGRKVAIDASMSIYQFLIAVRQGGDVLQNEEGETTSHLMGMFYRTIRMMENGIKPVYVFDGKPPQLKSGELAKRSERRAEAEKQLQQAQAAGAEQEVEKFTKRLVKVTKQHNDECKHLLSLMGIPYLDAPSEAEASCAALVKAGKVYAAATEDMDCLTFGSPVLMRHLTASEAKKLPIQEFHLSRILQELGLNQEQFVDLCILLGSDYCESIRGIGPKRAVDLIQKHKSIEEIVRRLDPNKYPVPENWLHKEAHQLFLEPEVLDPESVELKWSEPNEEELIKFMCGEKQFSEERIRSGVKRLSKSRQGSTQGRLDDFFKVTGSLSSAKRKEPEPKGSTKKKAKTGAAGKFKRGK
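Recombinant FEN1 (10 nM) was preincubated with pin-transferred compounds for 15 min at room temperature, then flap DNA substrate (50 nM final) was added. Plates were read at 0 and 15 min, and normalized concentration–response data were fitted to a four-parameter Hill equation.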
TDP1 block: inhibitors of human tyrosyl-DNA phosphodiesterase TDP1. recombinant TDP1, AlphaScreen DNA substrate cleavage. Potency, µM (doses to about 130 µM), without a hit: at the top dose activity change, negative = inhibition, usual class: inhibitors. 350,000 compounds, 0.28% hits. AID 485290; also: nearly all actives have a fitted effect of over 40% in size
Target sequence (Q9NUW8 whole entry, looked up): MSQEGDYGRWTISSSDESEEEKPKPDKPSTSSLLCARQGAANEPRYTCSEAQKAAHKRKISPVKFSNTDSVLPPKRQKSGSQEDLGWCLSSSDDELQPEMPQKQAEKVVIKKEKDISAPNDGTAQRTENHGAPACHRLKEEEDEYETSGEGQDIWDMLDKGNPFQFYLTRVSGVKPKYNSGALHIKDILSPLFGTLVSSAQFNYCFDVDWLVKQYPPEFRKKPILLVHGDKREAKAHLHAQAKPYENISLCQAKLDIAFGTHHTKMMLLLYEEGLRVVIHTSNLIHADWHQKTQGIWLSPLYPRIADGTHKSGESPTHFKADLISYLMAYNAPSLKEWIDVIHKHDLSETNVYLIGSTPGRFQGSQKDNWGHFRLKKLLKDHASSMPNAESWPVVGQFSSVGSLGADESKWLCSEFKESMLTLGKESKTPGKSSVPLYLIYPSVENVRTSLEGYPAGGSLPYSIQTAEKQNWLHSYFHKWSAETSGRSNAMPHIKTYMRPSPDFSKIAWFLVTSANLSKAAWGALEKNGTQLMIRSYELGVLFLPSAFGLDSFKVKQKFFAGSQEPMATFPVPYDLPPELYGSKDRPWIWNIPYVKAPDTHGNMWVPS
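Recombinant E. coli-expressed Tdp1 (1 nM) preincubated with compound 15 min at RT, then 5'-biotin/3'-phosphotyrosine-FITC DNA substrate (15 nM) added for 5 min. AlphaScreen beads (10 ug/ml) added, 10 min RT; tyrosine-FITC cleavage read as signal loss.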
N370S GC: inhibits or activates N370S mutant glucocerebrosidase | P04062 | N370S GC spleen homogenate, 4MU-glucoside fluorescence | Potency, µM (highest dose often 59.4 µM), for inactives: top-dose activity change, negative = inhibition, actives largely listed as inhibitors | 330,000 compounds, 0.092% hits | AID 2101;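 also: 0% = full enzyme activity and -100% = no enzyme basal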
* marks the source's active call; other numbers are inactive results; ? = inconclusive; / = not tested or not shown; & = joins results of further samples; [ ] = remark or other dose. Calls follow the shape of the dose curve; as a rule, active = well fitted curve in the direction sought with a large enough effect; inconclusive = small, poorly fitted or top-dose-only effect, or another doubt; inactive = no such curve, though single readings can be large; an effect the other way counts as inactive or inconclusive. Unless noted, % is scaled to controls: 0 for no effect and ±100 for the full control effect; potency is read from the fitted curve at half-maximal effect.

Results follow in this order: FEN1 inh	TDP1 block	N370S GC
CCC(=O)N1CCc2cc(S(=O)(=O)NCCC(=O)NCc3ccccc3OC)ccc21
 : -7%	1%	-4%
COc1ccc(Cl)cc1NC(=O)CCn1c(=O)oc2ccccc21
 : -3%&-4%	3%&4%	-12%
COc1cc2nc(/C=C/c3cc(OC)c(OC)c(OC)c3)sc2cc1SC
 : 5%	3%	16%
Cc1ccc(Cl)c(OCC(=O)Nc2ccccc2N2CCCCC2)c1
 : -14%	/	-12%
CN1CCN(C(=O)CNC(=O)C23CC4CC(CC(C4)C2)C3)CC1
 : -13%	0%	/
Cc1ccc(Cl)c(Nc2ccccc2C(=O)O)c1Cl
 : -3%&2%	6%	5%
Cc1ccc(-c2csnn2)cc1
 : -5%	0%	1%
COC(=O)C1=NN(C(=O)c2ccc(Cl)cc2)C(O)(c2ccccc2)C1 (stereo not given)
 : -5%	6%	25%
CCCCN(C(=O)C1CC(=O)N(c2ccc3c(c2)OCCO3)C1)c1c(N)n(CCCC)c(=O)[nH]c1=O (stereo not given)
 : 8%	4%	-13%
CCOc1ccc(NS(=O)(=O)c2ccc(OCC(=O)NCc3ccncc3)cc2)cc1
 : 6%	5%	-9%
O=C(NN=C1CCCCCC1)c1cccs1
 : 4%	2%[56.1 µM]	1%
Cc1ccccc1CC(=O)Nc1ccc(S(=O)(=O)N2CCOCC2)cc1
 : 9%	3%	-6%
COc1ccc(NC(=O)CSC2=Nc3ccccc3C3=NC(CCC(=O)NCc4cccs4)C(=O)N23)cc1 (stereo not given)
 : -7%	1%	/
COc1ccc(C)c2sc(=NC(=O)c3cccc(N4C(=O)CCC4=O)c3)n(C)c12
 : -5%	4%	1%
Cc1ccc(Cn2cnc3nc4c(cc3c2=O)CC(C)CC4)cc1 (stereo not given)
 : 13%	4%	/
O=c1c2c(-c3cccs3)csc2ncn1/N=C/c1ccc(OC(F)F)cc1
 : -2%	0%	-13%
Cc1cc(C)c(NC(=S)N(CCN2CCCCC2)Cc2ccco2)c(C)c1
 : -2%	0%	-4%
CCC(C)c1ccc(S(=O)(=O)Nc2cccnc2)cc1 (stereo not given)
 : -1%	/	-1%
O=C(COC(=O)Cc1ccc(F)cc1)NC1CCCCC1
 : 6%	1%	/
CCOC(=O)c1ccccc1NC(=O)Cc1c(C(=O)O)c(C)cn1C
 : 17%	2%	/
CCc1ccc(C2=C(C)C(N3CCC(C(=O)NCCc4ccco4)CC3)=NS2(=O)=O)cc1
 : 20%	2%	/
CCN1CCN(CCCNC(=O)CS(=O)(=O)Cc2nc(-c3ccccc3C)oc2C)CC1
 : 7%&11%	7%&1%	-6%
COC(=O)Oc1cncc(C(=O)O)c1
 : -4%	-1%	23%
COc1ccccc1NS(=O)(=O)c1cc(N)ccc1N1CCOCC1
 : 1%	4%	/
Cc1ccc2[nH]c(=O)c(C(c3nnnn3C3CCCC3)N(Cc3cccnc3)Cc3ccco3)cc2c1 (stereo not given)
 : 0%	4%	-30%
O=[N+]([O-])c1cc(S(=O)(=O)N2CCCC2)ccc1OCc1ccccc1
 : 10%	/	1%
CCC(C)C(=O)Nc1nnc(CCc2ccccc2)s1 (stereo not given)
 : 7%	/	1%
O=C(CCc1ccccc1)NNC(=O)COc1ccccc1Cl
 : -13%	/	-12%
COc1ccc(C(=O)Nc2nnc(C3=COCCO3)o2)cc1OC
 : -1%	4%	-6%
Cc1cccc(-c2c3c(=O)n(C)c(=O)n(C)c3cn2C2CCCCC2)c1
 : -1%	6%	-8%

A different layout for some results above:
O=c1c2c(-c3cccs3)csc2ncn1/N=C/c1ccc(OC(F)F)cc1
- FEN1 inh: -2%
- TDP1 block: 0%
- N370S GC: -13%
Cc1cc(C)c(NC(=S)N(CCN2CCCCC2)Cc2ccco2)c(C)c1
- FEN1 inh: -2%
- TDP1 block: 0%
- N370S GC: -4%

New compounds follow.
Results follow in this order: FEN1 inh	TDP1 block	N370S GC
Cc1nnc(SC(C)C(=O)Nc2ccc(Cl)cc2Cl)[nH]c1=O (stereo not given)
 : 14%	0%	/
Cc1ccc(NC(=O)CSc2nc3ccccc3nc2Cc2ccccc2)c(Cl)c1
 : 15%	5%	/
C[C@@H]1NC(=O)[C@@]2(C)[C@@H](c3ccccc3)[C@H]3COc4ccccc4[C@@H]3N2C1=O
 : 17%	0%	/
Cc1c(C(=O)NCCn2ccc3ccccc32)cccc1[N+](=O)[O-]
 : -5%	1%	-9%
Cc1ccc(C(=O)N2C3=C(CCCC3)C(=O)NC23CCCCC3)cc1
 : -11%	-3%	-3%
NC(=O)c1nsc(C(=O)N(CC(=O)NC2CCCC2)Cc2ccc3c(c2)OCO3)c1N
 : -13%&12%	3%&9%	-2%
CCCc1[nH]nc2c1C1(C(=O)N(CC)c3ccccc31)C(C#N)=C(N)O2 (stereo not given)
 : -6%	3%	-8%
Cc1ccc(CN2CCc3nc(Nc4ccc5c(c4)OCCO5)ncc3C2)cc1
 : 2%	9%	/
CCOC(=O)c1ccc2c(c1)n(CC)c(C)[n+]2CC
 : -1%	3%	-4%
COc1ccccc1N1CCN(C(=O)c2ccc(-c3ccc(Cl)cc3)o2)CC1
 : ?	10%	/
CCCCNC(=O)C(Sc1ccccc1)c1ccccc1 (stereo not given)
 : -1%	4%	9%
O=C(COc1ccccc1)N/N=C/c1sc(=O)n(Cc2cccc(C(=O)O)c2)c1Cl
 : -5%	-10%	-6%
CC(=O)c1cc(C#N)c(SCC(=O)Nc2nccs2)nc1C
 : -6%	5%	3%
O=c1[nH]c2cc(Cl)ccc2n(CCNc2ncc(C(F)(F)F)cc2Cl)c1=O
 : -1%	2%	-14%
N#CCc1ccc(NS(=O)(=O)c2ccc(C3CCCCC3)cc2)cc1
 : 2%	0%	-3%
Cc1sc2nc(CSc3ncn[nH]3)[nH]c(=O)c2c1C
 : -1%	3%	?
C#CCC(C(=O)OC)(C(=O)OC)C(C[N+](=O)[O-])c1ccccc1 (stereo not given)
 : /	7%[21 µM]	0%[12.8 µM]
Cc1ccc(C)c(S(=O)(=O)NCCCc2ccccc2)c1
 : -13%	/	-5%
O=C(N/N=C/c1ccccc1C(=O)O)c1cc(-c2ccc3c4c(cccc24)CC3)n[nH]1
 : -24%	6%	2%
COC(=O)[C@]1(C)CCC[C@@]2(C)C3CC[C@@]4(C)C[C@]3(CCC21)CC(=O)N4Cc1ccc(OC)cc1 (stereo not given in full)
 : -21%	1%	/
COc1cccc(NC(=O)CSc2nnc(Cn3c(=O)sc4ccccc43)n2C)c1
 : 1%	0%	-2%
CCS(=O)(=O)Nc1cccc(C2=NN(S(=O)(=O)c3ccc(C)cc3)C(c3ccco3)C2)c1 (stereo not given)
 : 1%	8%	2%
COc1ccccc1/C=N/NC(=O)c1ccc(C)nc1
 : 3%	2%	3%
CCOc1ccc(NC(=O)CN2C(=O)COc3ccc(S(=O)(=O)N4CCCC4)cc32)cc1
 : 11%	1%	-11%
O=C1CC(C(=O)Nc2ccccc2)S/C(=N\N=C\c2ccco2)N1 (stereo not given)
 : -11%	2%	9%
CCNC(=O)CC(=O)Nc1ccccc1C(=O)O
 : -1%	6%	2%
Cc1cc(CN2CCN(c3ccccc3F)CC2)cs1
 : -2%	10%	/
COc1ccc(NC(=O)C(C)n2nnc3sc(-c4ccccc4)cc3c2=O)cc1Cl (stereo not given)
 : ?	2%	/
COc1ccc(NS(=O)(=O)c2ccc(NC(=S)NC(=O)c3cccc(F)c3)cc2)nn1
 : -1%	3%	-1%
Cc1cc(C(=O)CSc2nnc(-c3ccco3)o2)c(C)n1C
 : -11%	4%	/

Compound profiles, as listed above:
`CCOc1ccc(NC(=O)CN2C(=O)COc3ccc(S(=O)(=O)N4CCCC4)cc32)cc1` reads FEN1 inh = 11%; TDP1 block = 1%; N370S GC = -11%
`NC(=O)c1nsc(C(=O)N(CC(=O)NC2CCCC2)Cc2ccc3c(c2)OCO3)c1N` reads FEN1 inh = -13%&12%; TDP1 block = 3%&9%; N370S GC = -2%

Additional entries:
Results follow in this order: FEN1 inh	TDP1 block	N370S GC
CCCc1cc(=O)oc2c(C)c(OCC(=O)N3CCC[C@@H]3C(=O)O)ccc12
 : 22%	/	-1%
O=C(NCc1ccccc1Cl)c1ccc2c(c1)N(Cc1ccccc1)CCS2
 : -6%	4%	/
Cc1cc(C(F)(F)F)nc(SCC(=O)Nc2ccccc2)n1
 : -4%	7%	11%
O=C(NCc1ccco1)/C(=C\c1cccs1)NC(=O)c1cccs1
 : 7%	5%	-3%
Cc1cc(-c2csc(NC(=O)c3ccc(C#N)cc3)n2)c(C)n1Cc1ccco1
 : 1%	3%	-23%
Cc1nc(C)c(C(=O)N(c2ccccc2F)C(C(=O)NCC2CCCO2)c2ccccc2)s1 (stereo not given)
 : 5%	5%	-1%
COc1cccc(-c2ncc3ccccc3c2COC(=O)c2cccc(Br)c2)c1
 : 10%	0%	/
COc1ccc(NC(C)=O)cc1NC(=O)CSc1nnc(-c2ccc(F)cc2)n1N
 : -5%	-1%	2%
Cn1c(SCC(=O)Nc2cc(=O)n(C)c(=O)n2C)nnc1-c1cccs1
 : /	-1%	-6%
Cc1ccc(Nc2c(-c3ccc(N4CCOCC4)cc3)nc3cccc(C)n23)cc1
 : -3%	2%	/
CCOC(=O)CNC(=O)c1cccs1
 : 1%	5%	16%
Cc1nc2scc(-c3ccccc3)c2c(=O)n1/N=C/c1ccco1
 : 2%	-1%	-8%
COc1ccc(CNC(=O)c2ccc(Cn3c(=O)c4cccn4c4cccnc43)cc2)c(OC)c1
 : 14%	0%	/
CCCOc1ccc(C2NC(=O)NC2=O)cc1 (stereo not given)
 : -4%	3%[56.1 µM]	23%
COc1ccc(-c2csc(NC(=O)C3CSC4(C)CCC(=O)N34)n2)cc1 (stereo not given)
 : -15%	0%	/
Nc1cc(C(=O)OCC(=O)NNC(=O)c2ccccc2)ccc1Cl
 : -8%	/	-2%
Cc1ccc(NC(=O)c2ncn[nH]2)cc1
 : 3%	-3%	-6%
CCc1ccc(-n2c(=O)c3cccnc3n2CC(=O)Nc2cc(OC)ccc2OC)cc1
 : 21%	0%	/
COC(=O)CN1C(=S)N(c2ccc(F)cc2)C(=O)C1CC(=O)Nc1ccccc1 (stereo not given)
 : -7%	2%	-16%
COc1ccc(CN2CCN(Cc3nc4ccccc4s3)CC2CCO)c(C)c1C (stereo not given)
 : 0%	11%	-12%
Cc1ccc(NCCC(=O)c2cccc([N+](=O)[O-])c2)c(C)c1
 : -16%	14%	-5%
COc1ccc(Oc2ccc(C(F)(F)F)cc2NC(=O)c2ccc(C)cc2)cc1
 : 2%	-5%	0%
CNS(=O)(=O)c1ccc(NC(=O)c2cc(-c3ccncc3)nc3ccc(Cl)cc23)cc1
 : 9%	-2%	-2%
CC(=O)c1ccc(NC(=O)CCCN2C(=O)COc3ccc(C)cc32)cc1
 : -12%	5%	-4%
N#Cc1ccccc1S(=O)(=O)N1CCN(C(=O)Cc2n[nH]c(=O)c3ccccc23)CC1
 : -16%	2%	/
O=C(CNCCc1ccc(Cl)cc1)Nc1ccc(C(=O)N2CCCCC2)cc1
 : -2%	0%	-7%
COCc1nnc(NS(=O)(=O)c2ccc(Br)cc2)s1
 : 30%	2%	3%
COc1cccc(N2CCN(C(=O)c3cc4c(=O)n(Cc5ccco5)ccc4nc3C)CC2)c1
 : 18%	11%	/
Cc1cccc(NC(=O)CCC(=O)N2CCOCC2)n1
 : -1%	0%	/
COc1ccc(/C=C(\NC(=O)c2ccc(OCC(C)C)cc2)C(=O)OCc2ccco2)cc1
 : 2%	5%	8%

Remaining list, next part.
SMILES	FEN1 inh	TDP1 block	N370S GC
O=C(NCC(=O)N(c1cccc(F)c1)C(C(=O)NC1CCCC1)c1cccnc1)c1cccs1 (stereo not given)	-11%	0%	10%
COc1cccc(-c2cccc(NC(=O)C3CCN(CC4CCOC4)CC3)c2)c1 (stereo not given)	-3%	2%	-1%
C/C(CCN1CCCc2nc(C)c(C)cc21)=N\OC[C@@H](O)COCc1ccco1	/	4%[21 µM]	-3%[12.8 µM]
CC1(C)Cc2c(cnn2-c2ccc(F)cc2)C(NC(=O)c2ccoc2)C1 (stereo not given)	16%	2%	-16%
COc1ccccc1-n1c(CCC(=O)O)ccc1-c1ccccc1	0%	/	-11%
C[C@@H](NC(=O)C1(c2ccccc2)CCN(C(=O)OC(C)(C)C)CC1)C(=O)N[C@@H](Cc1ccccc1)C(=O)O	0%	/	2%
O=C(Cn1nc(C(F)(F)F)c2c1CCCC2)NCc1ccco1	0%	-3%	-18%
N#Cc1ccc2[nH]c(CO)c(-c3ccccc3)c2c1	-19%	/	-20%
CCC(=O)NC(=S)Nc1cccc(NC(=O)CC)c1	10%	5%	-2%
COC(=O)c1ccccc1N(C)S(C)(=O)=O	-3%	3%	6%
